RGS4 inh – inhibitors of human regulator of G protein signaling 4 | Transcreener GDP fluorescence polarization, RGS4-accelerated GTP hydrolysis | Potency, µM (highest dose often 114 µM), without a hit: at the highest dose activity change, negative = inhibition, hits mostly inhibitors | 0.039% of 390,000 active; further: on the % scale 0 is the no-effect control and ±100 the full control effect; nearly all actives have a fitted effect of over 75% in size; some results filed as inactive show a strong effect at the top dose
Target sequence (P49798 whole entry, looked up): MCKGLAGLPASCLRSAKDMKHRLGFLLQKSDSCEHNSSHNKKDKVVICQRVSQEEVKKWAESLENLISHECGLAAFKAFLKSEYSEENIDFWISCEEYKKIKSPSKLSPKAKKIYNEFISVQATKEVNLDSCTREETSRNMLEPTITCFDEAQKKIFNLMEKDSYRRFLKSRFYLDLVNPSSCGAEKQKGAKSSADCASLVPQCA
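MLSMR compounds (23 nl, pin-transferred) preincubated 10 min at room temperature with a 500nM (2x) first reagent, then RGS4 at 900nM (2x) plus Transcreener GDP mix added; fluorescence polarization (620/688 nm) read before and after 90 min at 30 °C.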
Vif-A3F inh – inhibitors of Vif-A3F interaction. 0.2% of 390,000 active. HeLa A3F-eYFP + Vif (tagged APOBEC3F with the HIV-1 protein that degrades it), YFP fluorescence increase. Potency, µM (top dose mostly 46.1 µM), inactives show top-dose activity, negative = active; further: % of control where 0% means no effect; nearly all actives have a fitted effect of over 65% in size
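HeLa cells stably expressing A3F-eYFP plus Vif, plated and incubated overnight at 37 deg C, then exposed to compounds overnight at 37 deg C. Blocked degradation read as raised yellow fluorescence (Ex 488/Em 500-530).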
USP1-UAF1 inh – USP1/UAF1 (human) deubiquitinase inhibition. O94782. recombinant USP1/UAF1, Ub-Rhodamine cleavage fluorescence. Potency, µM (doses to about 57.1 µM), for inactives: at the top dose activity change, negative = inhibition, actives largely listed as inhibitors. 0.23% of 390,000 active. AID 743255; further: on the % scale 0 is the no-effect control and ±100 the full control effect; nearly all actives have a fitted effect of over 60% in size; inactives centre near -12
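In this screen, compounds sit with the deubiquitinase complex (1nM) for 15 min at room temperature before Ub-Rho is added at 150nM final. Fluorescence rise is then followed for 6 reads every 60 seconds.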
TrxR1 inh – inhibitors of rat thioredoxin reductase 1; recombinant rTrxR1, NADPH fluorescence consumption, selenite substrate; Potency, µM (top dose mostly 114 µM), for the others: at the highest dose activity change, negative = inhibition, hits mostly inhibitors; 1% of 390,000 active; further: on the % scale 0 is the no-effect control and ±100 the full control effect; nearly all actives have a fitted effect of over 65% in size
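Rat TrxR1 (90 nM in the dispensed reagent) was pre-reduced with 400 uM NADPH for 5 min at room temperature, then incubated with compound for 15 min. After 400 uM selenite was added, NADPH fluorescence (Ex 340/Em 450 nm) was followed for 8 min.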
TrxR1 substrate – substrates of rat thioredoxin reductase 1; Potency, µM (titrated, usually from 114 µM), inactives show at the top dose activity change, negative = substrate turnover; 0.01% of 390,000 active; AID 588456; O89049; purified TrxR1 substrate turnover, NADPH consumption readout; further: on the % scale 0 is the no-effect control and ±100 the full control effect; nearly all actives have a fitted effect of over 50% in size
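Rat TrxR1, dispensed at 90 nM, was prereduced with 400 uM NADPH (final) for 5 min at ~22 deg C, then incubated with compound 15 min before 400 uM selenite. A first-read NADPH fluorescence drop versus no-compound background flagged substrates.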
12-LOX inh – blocks human arachidonate 12S-lipoxygenase | Potency, µM (highest dose often 108 µM), for inactives: at the top dose activity change, negative = inhibition, actives largely listed as inhibitors | purified 12hLO, xylenol orange hydroperoxide absorbance | AID 1671190 | P18054 | 1.1% of 580,000 active; further: on the % scale 0 is the no-effect control and ±100 the full control effect
Target sequence (P18054 whole entry, looked up): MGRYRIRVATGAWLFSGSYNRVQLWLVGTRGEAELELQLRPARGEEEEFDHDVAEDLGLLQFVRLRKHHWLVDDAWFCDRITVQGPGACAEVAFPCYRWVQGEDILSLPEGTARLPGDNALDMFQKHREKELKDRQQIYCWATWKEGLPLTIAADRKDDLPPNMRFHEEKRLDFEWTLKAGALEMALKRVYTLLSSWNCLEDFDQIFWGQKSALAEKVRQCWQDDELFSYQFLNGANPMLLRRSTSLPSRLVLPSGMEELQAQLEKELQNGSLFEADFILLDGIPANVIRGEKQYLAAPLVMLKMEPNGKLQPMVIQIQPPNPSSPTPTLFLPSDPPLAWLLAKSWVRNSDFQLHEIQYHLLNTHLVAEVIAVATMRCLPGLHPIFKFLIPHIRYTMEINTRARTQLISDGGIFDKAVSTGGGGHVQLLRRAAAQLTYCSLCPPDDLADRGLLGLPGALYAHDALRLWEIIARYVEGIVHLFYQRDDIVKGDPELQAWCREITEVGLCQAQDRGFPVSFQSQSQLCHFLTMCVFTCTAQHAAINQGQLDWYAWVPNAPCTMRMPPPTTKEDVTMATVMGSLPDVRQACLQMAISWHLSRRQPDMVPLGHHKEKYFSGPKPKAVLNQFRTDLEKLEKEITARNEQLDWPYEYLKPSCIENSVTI
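Purified human 12hLO (150 nM final) in 25 mM Hepes, 0.01% Triton X-100, pH 7.0 was preincubated 15 min at room temperature with compound. Then 40 uM arachidonic acid was added, 30 min. Hydroperoxide was read by Fe-XO absorbance ratio 573/405 nm.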
RXFP1 ag – agonists of human relaxin receptor RXFP1; Q9HBX9; HEK293T-RXFP1 cAMP TR-FRET, 30 min; response scale: percent of porcine relaxin response, buffer zero; Potency, µM (highest dose often 57.5 µM), inactives show top-dose activation, most hits filed as activators; 0.3% of 370,000 active; AID 2676; further: on the % scale 0 is the no-effect control and ±100 the full control effect; nearly all actives have a fitted effect of over 60% in size; many of its hits are not listed in these tables
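HEK293 cells stably expressing RXFP1, treated 30 min at 37C with compounds plus PDE4 inhibitor Ro 20174; cAMP measured by HTRF TR-FRET. Normalized to buffer and 29 nM porcine relaxin; EC50 by Hill fit.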
mIDH1 inhibitor – inhibitors of human mutant IDH1 R132H. O75874. IDH1-R132H enzyme, NADPH consumption, diaphorase/resazurin fluorescence. Potency, µM (titrated, usually from 76.6 µM), for the others: at the highest dose activity change, negative = inhibition, usual class: inhibitors. 0.093% of 390,000 active. AID 602179; further: on the % scale 0 is the no-effect control and ±100 the full control effect; nearly all actives have a fitted effect of over 65% in size
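IDH1-R132H (0.5 ug/mL) preincubated 30 min with compound, then NADPH (0.016 mM) and alpha-KG (2 mM) added; 80 min at RT, pH 7.5. Remaining NADPH coupled via diaphorase/resazurin to fluorescence (540/590 nm); concentration-response curves normalized to no-enzyme control.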
Vif-APOBEC3G blk – inhibitors of Vif-APOBEC3G interaction; HeLa A3G-eYFP + Vif (tagged APOBEC3G with the HIV-1 protein that degrades it), YFP fluorescence, overnight; 0.076% of 410,000 active; Potency, µM (highest dose often 46.1 µM), for inactives: at the highest dose activity, negative = active, usual class: inhibitors; Q9HC16;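 further: on the % scale 0 is the no-effect control and ±100 the full control effect; nearly all actives have a fitted effect of over 60% in size; hits raise eYFP signal because A3G escapes Vif-driven loss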
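Read-out is eYFP fluorescence (Ex 488/Em 500-530) from Vif-expressing HeLa A3G-eYFP cells; more signal means A3G escaped Vif-mediated degradation. Cells plated overnight, compound pinned in, incubated overnight at 37 deg C.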
Numbers without * were called inactive; ? = inconclusive; . = no result given; & = joins results of further samples; [ ] = another dose, or the depositor's remark. The call rests on the fitted dose curve; in most records, active means well fitted curve in the direction sought with a large enough effect; inconclusive means small, poorly fitted or top-dose-only effect, or another doubt; inactive means no such curve, though single readings can be large; an effect the other way counts as inactive or inconclusive. Potency means the concentration at half of the fitted maximal effect.

SMILES	RGS4 inh	Vif-A3F inh	USP1-UAF1 inh	TrxR1 inh	TrxR1 substrate	12-LOX inh	RXFP1 ag	mIDH1 inhibitor	Vif-APOBEC3G blk
CC(C)c1nnc(NC(=O)CCC(=O)N2CCN(c3ccc(F)cc3)CC2)s1	-8%	-7%	-24%	28%	5%	0%	0.7%	-6%	1%
COc1ccc(C(=O)Cc2cc3ccccc3oc2=O)cc1	-24%	1%	-12%	11%	-1%	0%	14%	-5%	0%
CCOc1cc(C2c3c(oc4ccccc4c3=O)C(=O)N2Cc2ccc3c(c2)OCO3)ccc1O (stereo not given)	0%	2%	-8%	38%	0%	-20%	1.5%	8%	0%
O=C(NC[C@H]1CCCO1)c1cccc2c1C(=O)c1ccc(-c3ccc(F)cc3OCc3ccccc3)cc1S2(=O)=O	-3%	1%	-16%	-16%[57.1 µM]	5%[57.1 µM]	?	.	-2%	-7%
CCc1ccc(-c2cc(C(=O)NN3CCOCC3)c3ccccc3n2)s1	14%	7%	?	24%[57.1 µM]	41%[activator][57.1 µM]	-23%	14%	-2%	0%
O=C(COc1c(Br)cc(Br)cc1Br)N/N=C/c1ccco1	-14%	?	-21%	-8%	0%	.	-1.9%	9%	-22%
COc1ccc(S(=O)(=O)n2cnc3ccccc32)c(C)c1	-3%	1%	?	12%[57.1 µM]	3%[57.1 µM]	0%	1.5%	-4%	0%
N#C/C(=C/c1cn(-c2ccccc2)nc1-c1cccc(S(=O)(=O)N2CCOCC2)c1)C(=O)NCc1ccco1	1%	6%	-18%	-6%	26%	6%	0.5%	2%	?
COC(=O)c1cc(OC)c(OC)cc1NC(=O)C1CCCO1 (stereo not given)	8%	6%	-16%	10%	25%	-7%	2.6%	10%	-1%
O=C(OCC(=O)N(C1CCCCC1)C1CCCCC1)c1ccncc1	?	2%	-19%	-7%	-3%	0%	-0.1%	8%	0%
O=C(O)c1cccc(CSc2ncn[nH]2)c1	-11%[56.9 µM]	-5%	-21%	24%[57.1 µM]	10%[57.1 µM]	-24%	0.2%	3%	0%
O=C(CSc1nnc(-c2ccccc2)o1)c1cccc([N+](=O)[O-])c1	13%	-1%	-25%	14%	-3%	-2%	-3.5%	14%	2%
COC(=O)C1(C)NC(c2ccc(O)cc2)C2C(=O)N(c3ccc(F)cc3)C(=O)C21 (stereo not given)	9%	5%	-14%	13%	0%	10%	-1.5%	-4%	1%
COCC1CCN(C(=O)c2ccc(OC)c(OC3CCN(C(C)C)CC3)c2)CC1	-15%	-15%	-5%	-20%	-10%	4%	3.9%	5%	1%
Cc1ccnc(NC(=O)c2ccc3c(c2)OCO3)c1	8%	4%	-4%	5%[57.1 µM]	4%[57.1 µM]	0%	4.0%	17%	3%
CC(C)C(=O)Nc1ccc(NC(=S)NC(=O)c2ccccc2F)cc1	?	-5%	-19%	-19%	1%	-27%	-0.2%	9%	1%
O=C(C(NS(=O)(=O)c1cccs1)c1ccccc1)N1CCN(c2ccccc2F)CC1 (stereo not given)	-2%	-9%	-13%	19%	-3%	5%	0.4%	1%	2%
O=C(CSCc1cc(=O)c2ccccc2[nH]1)Nc1cccc(C(F)(F)F)c1	7%	2%	-10%	3%[57.1 µM]	-2%[57.1 µM]	-10%	-0.5%	-2%	4%
CC(=O)Nc1ccc(S(=O)(=O)Nc2cccn(Cc3ccc(C)cc3)c2=O)cc1	1%	9%	-15%	-2%[57.1 µM]	-5%[57.1 µM]	0%	0.7%	3%	1%
O=C1OC(Cc2ccccc2)C(c2ccccc2)C1=O (stereo not given)	-1%	4%	-6%	14%[11.4 µM]	10%[57.1 µM]	-5%	.	9%	0%
Cn1c(=O)c2[nH]c(CCCc3ccc([N+](=O)[O-])cc3)nc2n(C)c1=O	34%	-11%	-17%	-14%	-1%	-14%	.	2%	0%
CC(=O)N1c2ccc(S(=O)(=O)N3CCCC(C(=O)N4CCCC(C)C4)C3)cc2CC1C (stereo not given)	32%	-8%	-6%	26%	3%	0%	0.3%	-10%	1%
COCCCNC(=O)CN1C(=O)CSc2ccc(S(=O)(=O)N3CCOCC3)cc21	-12%&-6%	10%&2%	-22%&-24%	19%	1%	6%&-11%	-0.5%&1.7%	-7%&-19%	4%&0%
O=C(C[C@@H]1C/C=C/CC[C@@H](Cc2ccc(F)cc2)C(=O)O[C@H](c2ccccc2)CNC1=O)NCCO	-3%	1%	?	14%	2%	0%	.	0%	-2%
CCOC(=O)/C=C1\SCC(=O)N1CC(=O)N1CCOCC1	20%[56.9 µM]	-2%	-2%	11%	0%	-5%	2.0%	1%	2%

(continued)
SMILES	RGS4 inh	Vif-A3F inh	USP1-UAF1 inh	TrxR1 inh	TrxR1 substrate	12-LOX inh	RXFP1 ag	mIDH1 inhibitor	Vif-APOBEC3G blk
COc1ccc(CCNC(=O)c2ccccc2NS(=O)(=O)c2c(F)cccc2F)cc1	-10%	-27%	-5%	8%	5%	0%	2.4%	-3%	-3%
COCCNC(=O)c1ccc(Cn2c(SCC(=O)NCC3CCCO3)nc3ccc(Br)cc3c2=O)cc1 (stereo not given)	-37%	-3%	-14%	9%	-3%	2%	-0.3%	-3%	0%
N#CCc1ccc(NC(=O)c2ccc(S(=O)(=O)N3CCCC3)cc2)cc1	28%	-1%	-8%	24%	5%	-8%	5.4%	-2%	1%
Cc1ccc(NC(=O)CCn2c(=S)oc3ccccc32)cc1F	-17%	10%	-24%	14%	-1%	-2%	6.0%	0%	-2%
O=C(O)CSc1nnc(Cc2ccccc2)n1-c1ccccc1	39%	-1%	2%	4%	-4%	-16%	0.6%	-1%	1%
Cc1ccc(OCC(=O)Oc2c(C)cccc2C)cc1	-29%	2%	-27%	34%	-3%	1%	-0.2%	1%	0%
CC(C)CC(c1nnnn1C1CCCC1)N1CCN(C(=O)c2ccco2)CC1 (stereo not given)	-1%	-5%	8%	-1%[57.1 µM]	7%[57.1 µM]	-6%	4.0%	3%	-2%
CCOc1cc(/C=C2/C(=O)NN(c3cccc(Cl)c3)C2=O)ccc1O	?	?	?	?	-13%	-29%	-0.5%	2%	0%
c1ccc(OCc2nnc3sc(-c4cccs4)nn23)cc1	-27%[11.4 µM]	-17%	-20%	-12%[57.1 µM]	-9%	?	2.2%	5%	-3%
O=C(CSc1nnc2ncccn12)Nc1cccc2ccccc12	-15%	-2%	-23%	-29%	-17%	?	7.9%	0%	-1%
CN(Cc1ccccc1)C(=O)c1ccc(S(=O)(=O)N(C)c2ccccc2)cc1	10%	6%	-12%	13%	-6%	11%	.	-8%	0%
COc1cccc(Nc2ccc(-n3ccnc3)nn2)c1	-28%	9%	-16%	8%	15%[0.0914 µM]	15%	-0.8%	9%	0%

Ordered by number of heavy atoms (low to high): 6 of the compounds above
SMILES	RGS4 inh	Vif-A3F inh	USP1-UAF1 inh	TrxR1 inh	TrxR1 substrate	12-LOX inh	RXFP1 ag	mIDH1 inhibitor	Vif-APOBEC3G blk
Cc1ccc(OCC(=O)Oc2c(C)cccc2C)cc1	-29%	2%	-27%	34%	-3%	1%	-0.2%	1%	0%
c1ccc(OCc2nnc3sc(-c4cccs4)nn23)cc1	-27%[11.4 µM]	-17%	-20%	-12%[57.1 µM]	-9%	?	2.2%	5%	-3%
Cc1ccc(NC(=O)CCn2c(=S)oc3ccccc32)cc1F	-17%	10%	-24%	14%	-1%	-2%	6.0%	0%	-2%
CN(Cc1ccccc1)C(=O)c1ccc(S(=O)(=O)N(C)c2ccccc2)cc1	10%	6%	-12%	13%	-6%	11%	.	-8%	0%
COc1ccc(CCNC(=O)c2ccccc2NS(=O)(=O)c2c(F)cccc2F)cc1	-10%	-27%	-5%	8%	5%	0%	2.4%	-3%	-3%
COCCNC(=O)c1ccc(Cn2c(SCC(=O)NCC3CCCO3)nc3ccc(Br)cc3c2=O)cc1 (stereo not given)	-37%	-3%	-14%	9%	-3%	2%	-0.3%	-3%	0%

Entries of single compounds as entered above.
Profile of CC(C)CC(c1nnnn1C1CCCC1)N1CCN(C(=O)c2ccco2)CC1 (stereo not given) : RGS4 inh = -1%; Vif-A3F inh = -5%; USP1-UAF1 inh = 8%; TrxR1 inh = -1%[57.1 µM]; TrxR1 substrate = 7%[57.1 µM]; 12-LOX inh = -6%; RXFP1 ag = 4.0%; mIDH1 inhibitor = 3%; Vif-APOBEC3G blk = -2%
Profile of COc1ccc(CCNC(=O)c2ccccc2NS(=O)(=O)c2c(F)cccc2F)cc1 : RGS4 inh = -10%; Vif-A3F inh = -27%; USP1-UAF1 inh = -5%; TrxR1 inh = 8%; TrxR1 substrate = 5%; 12-LOX inh = 0%; RXFP1 ag = 2.4%; mIDH1 inhibitor = -3%; Vif-APOBEC3G blk = -3%

Assay outcomes as filed in PubChem.

The list is partial. The share of hits here may be higher or lower than overall.
